TEAD-YAP inh: TEAD-YAP interaction inhibition; HEK-TIYL cells, TEAD-Gal4/YAP UAS-luciferase luminescence; inhibition, % at 9.12 µM; actives 1.4% (n = 640,000); in the data active means inhibition above about 32%;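 further: 0% = median of test compound wells and 100% = reference inhibitor wells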
GPR151 ag: human GPR151 activation; Q8TDV0; PathHunter beta-arrestin GPR151 cells, luminescence; activation, % at 11.2 µM; actives 1% (n = 650,000); AID 1508602; in the data active means activation above about 4.9%;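 further: 0% = median of compound wells and 100% = cells with positive control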
Target sequence (Q8TDV0 whole entry, looked up): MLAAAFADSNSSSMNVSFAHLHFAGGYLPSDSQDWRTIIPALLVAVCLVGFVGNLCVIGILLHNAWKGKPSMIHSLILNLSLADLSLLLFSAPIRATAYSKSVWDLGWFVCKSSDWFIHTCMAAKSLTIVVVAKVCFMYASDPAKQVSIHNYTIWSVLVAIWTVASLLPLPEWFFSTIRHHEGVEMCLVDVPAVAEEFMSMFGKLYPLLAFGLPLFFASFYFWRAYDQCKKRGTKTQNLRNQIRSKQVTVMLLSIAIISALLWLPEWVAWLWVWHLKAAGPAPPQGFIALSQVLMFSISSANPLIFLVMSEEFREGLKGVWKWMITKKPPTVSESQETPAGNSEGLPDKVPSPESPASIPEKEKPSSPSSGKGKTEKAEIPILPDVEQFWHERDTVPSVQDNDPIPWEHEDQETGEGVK
FBW7 activator: human FBW7 E3 ligase activation, primary screen | actives 0.13% (n = 650,000) | normalized activity (activation), % at 26.1 µM | Q969H0 | AlphaScreen FBW7–phospho-cyclin E peptide binding, activator screen | AID 1259310; in the data active means normalized activity above about 1.9%;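 further: purified mutant Fbw7 with reduced substrate affinity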
MITF primary: inhibitors of human MITF | O75030 | AlphaScreen MITF homodimerization, bead proximity signal | inhibition, % at 2.6 µM | actives 0.91% (n = 650,000); in the data active means inhibition above about 50%;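 further: 0% = vehicle wells with protein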
Target sequence (O75030 whole entry, looked up): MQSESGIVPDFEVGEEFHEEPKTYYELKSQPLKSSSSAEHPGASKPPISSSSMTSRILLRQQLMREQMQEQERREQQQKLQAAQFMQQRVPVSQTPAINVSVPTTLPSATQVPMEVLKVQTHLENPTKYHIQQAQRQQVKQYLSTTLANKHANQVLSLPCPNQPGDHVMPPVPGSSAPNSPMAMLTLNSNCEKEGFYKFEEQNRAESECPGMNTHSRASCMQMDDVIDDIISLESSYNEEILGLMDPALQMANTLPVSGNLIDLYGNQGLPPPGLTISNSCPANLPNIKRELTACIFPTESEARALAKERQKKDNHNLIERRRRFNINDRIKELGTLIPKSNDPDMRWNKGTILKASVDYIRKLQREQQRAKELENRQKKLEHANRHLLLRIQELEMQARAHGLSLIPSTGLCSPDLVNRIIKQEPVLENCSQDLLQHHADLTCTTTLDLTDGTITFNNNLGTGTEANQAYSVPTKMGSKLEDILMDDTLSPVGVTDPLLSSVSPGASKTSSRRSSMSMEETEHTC
Numbers without * were called inactive.

SMILES	TEAD-YAP inh	GPR151 ag	FBW7 activator	MITF primary
CCc1cc(=O)oc2cc(OCC(=O)O)ccc12	-2.9	1.0	-0.1	-5.7
CC/C(=N/NC(=O)Nc1c(C)cccc1C)c1ccc(O)cc1	0.2	-0.9	0.1	5.8
COc1ccc(Cc2nnn(CC(=O)O)n2)cc1	4.0	1.0	0.1	4.6
NS(=O)(=O)c1ccc(S(=O)(=O)N2CCN(C3CCCC3)CC2)cc1	0.7	-0.8	0.1	15.8
CC(=O)c1ccc(NC(=O)CSC2=C(C#N)C(c3ccc4c(c3)OCO4)C3=C(CCCC3=O)N2)cc1 (centres undefined)	1.9	-0.5	0.2	5.1
O=C(O)CNS(=O)(=O)c1ccc2[nH]c(=O)[nH]c2c1	1.5	-0.1	0.0	18.4
Cc1cc(C)c2c(c1)cc(C)c1nn(CC(=O)N(C)C)c(=O)n12	-2.0	0.1	0.1	-9.0
CCOc1ccc(C2Nn3c(nnc3-c3ccccc3)SC2C(=O)N(CC)CC)cc1 (centres undefined)	4.6	-0.7	0.1	-1.1
COc1cccc(-c2cnnc(N(C)Cc3ccc4nonc4c3)n2)c1	-4.7	-1.4	-0.1	-3.1
COc1ccccc1C1N(c2ccc(Cl)cc2)C(=O)N2CCCN12 (centres undefined)	-20.1	3.7	0.1	1.2
O=C(Nc1ccccc1CO)c1ccc(N2C(=O)C3C4C=CC(C4)C3C2=O)cc1 (centres undefined)	-0.9	-0.5	-0.1	-1.1
CN(Cc1ccccc1)c1ncnc2sc3c(c12)CCC3	-8.1	1.1	0.0	-7.4
CCOc1cc(C)nc(N2CCC(O)CC2)n1	-2.1	-2.0	0.8	-4.4
CC(=O)Nc1nc(-c2ccc(Cl)c(Cl)c2)cs1	-26.4	0.6	0.0	9.0
CCC(C)NCCOCCOc1ccc(Cl)cc1Br (centres undefined)	-2.8	-0.6	0.1	-2.3
CCOC(=O)c1cc2ccccc2n1C	-1.5	0.1	0.3	-4.8
O=C(NC(=S)Nc1ccc(N2CCOCC2)c(Cl)c1)c1ccco1	-21.4	-0.4	0.4	9.5
CCOC(=O)c1cnn(-c2cccc(C)c2C)c1CNCc1cnn(C)c1C	-5.4	1.0	0.0	-26.3
Cc1c(Cl)cccc1NC(=O)c1ccc2c(c1)OCCO2	-27.5	-1.4	-0.1	-4.5
CCOc1cccc(Oc2ncccc2C(=O)/C(C#N)=C/N(C)C)c1	-0.5	1.5	0.0	-11.7
O=C(CC(Sc1cccc2cccnc12)c1ccc2c(c1)OCO2)c1cccs1 (centres undefined)	-14.0	-3.2	-2.3	17.9
Cc1ccc(OCc2n[nH]c(=S)n2-c2ccccc2)cc1C	6.7	-0.4	-0.1	17.4
CC(C)n1cc(-c2cc(C(=O)NCCN3CCOCC3)ccc2[N+](=O)[O-])cn1	6.3	1.3	-0.1	13.0
Cc1ccc(CNC(=O)CN2CCC(c3nc4ccccc4s3)CC2)cc1	4.6	0.4	-0.1	-2.0
O=C(Cn1c(=O)n(CC(=O)NC2CCCC2)c(=O)c2ccccc21)Nc1ccccc1	3.1	0.0	0.0	9.4
CCOC(=O)c1cn(CC(=O)Nc2ccc(CC)cc2)c2nc(C)ccc2c1=O	21.8	-0.6	-0.1	-2.0
Cc1ccccc1NC(=O)COc1ccc(C=O)cc1	7.5	1.4	0.0	2.9
Cc1ccccc1C(=O)c1cccn1CC(=O)NC(C)C	3.0	0.1	-0.2	0.2
COCCN(CC(=O)NC1CCCC1)C(=O)CCC(=O)Nc1ccccn1	-5.3	1.0	0.2	8.2
CC(C)OCCNC(=O)CC1C(=O)NCCN1Cc1ccc(-c2ccccc2)cc1 (centres undefined)	2.5	-0.3	0.3	9.9

Record cards, as listed above:
O=C(Nc1ccccc1CO)c1ccc(N2C(=O)C3C4C=CC(C4)C3C2=O)cc1 (centres undefined) is entered as TEAD-YAP inh = -0.9; GPR151 ag = -0.5; FBW7 activator = -0.1; MITF primary = -1.1
COc1ccc(Cc2nnn(CC(=O)O)n2)cc1 is entered as TEAD-YAP inh = 4.0; GPR151 ag = 1.0; FBW7 activator = 0.1; MITF primary = 4.6

New compounds follow:
SMILES	TEAD-YAP inh	GPR151 ag	FBW7 activator	MITF primary
FC(F)(F)c1cccc(N2CCN(Cc3nnnn3Cc3ccccc3)CC2)c1	-4.5	-0.7	-0.1	13.8
O=C(COC(=O)c1ccc2c(c1)C(=O)N(Cc1ccco1)C2=O)Nc1ccc2c(c1)OCO2	1.9	0.5	0.3	13.7
O=C(NNC(=O)c1ccccc1I)c1cccc(Br)c1	-8.8	2.8	0.7	-2.1
Cc1ccccc1-c1noc(-c2ccccc2C(=O)O)n1	-3.6	-2.6	0.0	-2.5
O=C(NCC1CCS(=O)(=O)C1)OC1CCCCC1 (centres undefined)	-4.3	1.2	-0.2	-6.4
CC(Oc1ccc(Cl)cc1Cl)C(=O)NCc1cccnc1 (centres undefined)	-1.3	1.4	-0.1	-6.6
CC1C/C(=N/Nc2nc3ccccc3s2)CC(C)(C)C1 (centres undefined)	-32.4	-2.5	0.0	13.3
O=C(Cc1c(F)cccc1Cl)N1CCC(c2ccncc2)CC1	41.9*	-0.3	-0.1	14.7
CC1(C)C(=O)OC(c2cc(Br)ccc2O)C(C)(C)C1=O (centres undefined)	1.3	1.2	0.1	8.1
Cc1ccc(N2C(=O)C3ON(c4ccccc4)C(c4ccc([N+](=O)[O-])cc4)C3C2=O)cc1 (centres undefined)	-1.4	1.5	-0.1	60.7*
COC(=O)c1ccc(NC(=O)CSc2nn3c(=O)c(C)nnc3s2)cc1	20.7	-0.4	-1.7	16.2
CSc1cccc(NC(=O)Cc2ccc(NC3=NC4CS(=O)(=O)CC4S3)cc2)c1 (centres undefined)	9.9	0.9	-0.1	4.3
Cc1cccc(NC(=O)CN2C(=O)N(C)C(C)(C)C2=O)c1C	11.7	-1.0	-0.1	3.9
COc1ccc(C2/C(=C(/O)c3ccc(F)cc3)C(=O)C(=O)N2CCCN(C)C)cc1OC (centres undefined)	-1.3	0.3	0.4	11.2
O=C(c1ccccc1Cl)c1coc2ccc(Cl)cc2c1=O	-12.7	1.3	0.2	6.2
COc1ccccc1CNC(=O)CCCC(=O)c1ccccc1	-4.1	-0.8	0.0	-2.4
O=C(Oc1coc(CSc2ncccn2)cc1=O)c1ccc(Cl)cc1Cl	-15.5	-1.7	-0.6	-0.4
O=c1[nH]c(N2CCCC2)nc2c1CN(Cc1ccc(F)c(F)c1)CC2	15.2	1.7	0.0	5.9
N#Cc1c(SCC(=O)Nc2ccccc2F)nsc1SCC(=O)Nc1ccccc1F	3.7	-0.7	0.0	14.2
CCOC(=O)C1=C(C)NC2=C(C(=O)CC(C)(C)C2)C1c1ccc(Cl)c(Cl)c1 (centres undefined)	-3.8	2.4	0.3	10.7
Cc1ccccc1C(=O)Nc1nnc(-c2ccc3c(c2)OCO3)s1	-0.1	0.2	0.2	-0.7
CC(=NCCCn1ccnc1)C1=C(O)c2ccccc2C1=O	-6.9	0.7	-0.6	31.8
COc1ccc(/C=C(\C#N)c2nc3ccccc3[nH]2)cc1OCC#N	-8.6	-0.7	0.0	1.4
Cc1ccc(CN2CCN(CC(=O)NCCN3CCCC3)C2=O)cc1	2.7	0.1	-0.1	-6.5
CCOC(=O)Cc1csc(NC(=O)CCCOc2ccc(C)cc2C)n1	-3.3	-1.2	0.0	14.7
C=CCOc1ccc(/C=C2/SC(=O)N(CC)C2=O)cc1Br	-6.5	-1.9	0.0	-6.7
CCOCCCNC(=O)c1ccc(Nc2cccc(Cl)c2)c(NC(C)=O)c1	-4.9	0.6	0.0	-3.1
C=CCn1c(C)c(C)n2c3c(=O)n(C)c(=O)n(C)c3nc12	7.2	0.5	0.1	3.5
O=C1CC2(CCN(C(=O)c3cccc4ccccc34)CC2)Oc2ccccc21	0.4	1.3	0.0	-0.2
Fc1ccccc1CN1CCN(Cc2ccc3ccccc3c2)CC1	0.3	-1.4	0.6	74.9*

An excerpt from above, showing only GPR151 ag and TEAD-YAP inh:
SMILES | GPR151 ag | TEAD-YAP inh
C=CCOc1ccc(/C=C2/SC(=O)N(CC)C2=O)cc1Br | -1.9 | -6.5
CCOC(=O)Cc1csc(NC(=O)CCCOc2ccc(C)cc2C)n1 | -1.2 | -3.3
Cc1ccc(CN2CCN(CC(=O)NCCN3CCCC3)C2=O)cc1 | 0.1 | 2.7
O=C1CC2(CCN(C(=O)c3cccc4ccccc34)CC2)Oc2ccccc21 | 1.3 | 0.4
Cc1ccccc1C(=O)Nc1nnc(-c2ccc3c(c2)OCO3)s1 | 0.2 | -0.1
COc1ccc(/C=C(\C#N)c2nc3ccccc3[nH]2)cc1OCC#N | -0.7 | -8.6

Some values from the results shown:
COc1ccc(/C=C(\C#N)c2nc3ccccc3[nH]2)cc1OCC#N in GPR151 ag = -0.7
C=CCn1c(C)c(C)n2c3c(=O)n(C)c(=O)n(C)c3nc12 in MITF primary = 3.5
Cc1ccc(CN2CCN(CC(=O)NCCN3CCCC3)C2=O)cc1 in MITF primary = -6.5
Cc1ccccc1C(=O)Nc1nnc(-c2ccc3c(c2)OCO3)s1 in FBW7 activator = 0.2
O=C1CC2(CCN(C(=O)c3cccc4ccccc34)CC2)Oc2ccccc21 in GPR151 ag = 1.3
CCOC(=O)Cc1csc(NC(=O)CCCOc2ccc(C)cc2C)n1 in MITF primary = 14.7

New compounds follow
SMILES	TEAD-YAP inh	GPR151 ag	FBW7 activator	MITF primary
Cn1c(=O)c2c(nc(NCCN3CCOCC3)n2CCCOc2ccccc2)n(C)c1=O	-3.4	-1.8	0.8	16.4
CCCC(=O)N1c2cc(C)c(C)cc2-c2c(ssc2=S)C1(C)C	4.5	-0.7	-0.9	28.7
Cc1nn(-c2ccccc2)c(-n2cccc2)c1C(=O)N1CCC(N2CCCCC2)CC1	4.4	0.7	-0.1	2.6
CCCN(CCC)C(=O)CN1C(=O)c2ccccc2C1=O	-1.1	-0.3	0.2	-5.3
CCOC(=O)c1c(NC(=O)c2ccccc2F)sc(C(=O)Nc2ccc(C)c(Cl)c2)c1C	-1.6	-0.8	0.0	5.8
COc1ccc(C(=O)N2CCN(Cc3ccccc3)CC2)cc1[N+](=O)[O-]	9.7	0.0	0.1	23.8
CC(=O)Oc1ccccc1/C=C1\C=C(c2ccc(Cl)cc2)OC1=O	-17.6	1.8	0.1	-6.0
CCn1c(=O)c2cc(C(=O)N3CCOCC3)sc2c2ccccc21	-0.1	0.8	-0.2	-1.5
COc1ccccc1C(c1nnnn1C1CCCC1)N1CCN2CCCC2C1 (centres undefined)	-2.7	0.2	-0.2	0.5
O=C(Cn1cnc2sc3c(c2c1=O)CCCC3)NCC(=O)Nc1c(F)cc(F)cc1Br	1.0	3.4	-0.1	7.4
COC(=O)CN1C(=O)C(O)=C(C(C)=O)C1c1ccccc1F (centres undefined)	15.9	-1.1	0.0	15.7
COc1cc(C2NC(=O)NC(C)=C2C(=O)OCCOc2ccccc2)cc(Br)c1O (centres undefined)	-6.7	1.7	-0.1	-7.2
CCC(=O)N(c1n[nH]c(=S)s1)C1CC1	6.4	1.0	-0.1	4.5
COc1ccc(C(=O)NCC2(c3ccccc3)CCOCC2)cc1[N+](=O)[O-]	-4.7	0.9	0.1	-11.1
CC(=O)NCCNC(=O)c1ccc(-c2ccc3c(c2)OCO3)nc1NCc1cccnc1	-10.9	-0.5	0.1	-9.0
O=C(C[n+]1cccc(C(=O)Nc2ccccc2)c1)c1ccc(N2C(=O)c3ccccc3C2=O)cc1	2.3	-1.2	-0.1	-7.7
CN1CCN(C(=O)c2cc(Cl)ccc2NC(=O)c2ccco2)CC1	-1.9	0.5	0.0	8.6
c1ccc2c(Nc3nc(NCCN4CCOCC4)c4ncn(-c5ccsc5)c4n3)nccc2c1	19.8	-3.0	0.0	-0.6
Cc1cc(S(=O)(=O)NCc2cccnc2)c(C)cc1Br	-0.7	-2.3	0.1	-3.2
Cc1cccc(Cn2c(N3CCCCCC3)nc3c2c(=O)n(C)c(=O)n3C)c1	-7.6	1.0	0.5	15.4
CS(=O)(=O)Nc1ccc(C(=O)Nc2ccc(S(=O)(=O)N3CCOCC3)cc2)cc1	-2.1	0.3	0.1	13.4
Cc1ccc(NC(=O)C(Cc2c[nH]c3ccccc23)NC(=O)OC(C)(C)C)cc1 (centres undefined)	6.6	-0.2	0.1	62.5*
C/C(=N/Nc1nc2ccccc2s1)c1ccc(C)cc1	-11.3	-0.1	-0.1	0.8
CC(C)(C)NC(=O)NC(=O)CN1CCCc2ccccc21	1.0	3.1	-0.1	0.5
C[C@H](O)[C@H]1NC(=O)[C@@H]2C[C@H](NC(=O)c3cccnc3Oc3ccc(Cl)cc3)CN2C1=O	3.9	1.0	0.0	2.5
CCOc1ccc(NC(=O)c2cc3c(=O)n4cccc(C)c4nc3n2C)cc1	3.0	1.9	0.2	5.3
CCOc1ccccc1NS(=O)(=O)c1ccc(OCC(=O)OC)cc1	0.3	-0.9	-0.3	-4.4
CCCCCC(=O)NC(NC(C)(C)C)C(Cl)(Cl)Cl (centres undefined)	13.3	0.8	0.3	8.6
CC(C)(NC(=O)c1cccs1)C(=O)N1CCN(CCO)CC1	7.7	-0.1	-0.1	-2.2
CCn1cc(C(=O)Nc2nccs2)c(=O)c2ccc(C)nc21	3.9	-0.1	0.0	-4.8
COc1ccc(NC(=O)Cn2ccn(-c3ccc(OC)cc3)c2=O)cc1	-3.1	2.5	0.4	-4.2
Cc1ccccc1OCCC(=O)OCC(=O)Nc1cc(Cl)ccc1C#N	5.5	1.7	0.3	0.3
CC1(C)CC(NC(=O)c2cccc(Cl)c2)CC(C)(C)N1	2.3	2.0	0.0	-0.4
CC(=O)c1cccc(S(=O)(=O)NCc2ccc(F)cc2)c1	0.9	-1.2	-0.1	-0.8
CCOC(=O)c1ccc(CN(Cc2ccc(Cl)cc2Cl)S(=O)(=O)c2ccc(F)c(C)c2)cc1	5.9	1.3	0.0	-1.1
COC(=O)c1ccc(NC(=O)CCn2nc(-c3ccccc3)c3ccccc3c2=O)cc1	2.7	-1.3	0.0	12.5

Source: PubChem BioAssay
